Source: PubChem
EBV gp42 inh = blocks Epstein-Barr virus glycoprotein 42 binding. Q1HVG2. Fluorescence polarization binding assay, mP read-out. inhibition, % (tested at 21.74 µM). 220,000 compounds, 0.42% hits. AID 1085; in the data active means inhibition above about 50%
eIF4E-4G inh = eIF4E/eIF4G interaction inhibition in translation initiation | inhibition, % at 21.7 µM | 220,000 compounds, 0.37% hits | AID 782 | P63073+Q04637 | TR-FRET eIF4E-eIF4GI(517-606) binding, 2 h;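 active means inhibition above about 30%, limit read from the data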;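 further: 0% = full FRET control wells and 100% = background wells lacking eIF4GI fragment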
Mdm2 ligase inh = Mdm2 E3 ligase (human) inhibition | Q00987 | cell-based MDM2 ubiquitination luciferase reporter, 2 h; 0 = plate control, 100 = twice control, blank-subtracted | signal enhancement, % at 5 µM | 210,000 compounds, 0.11% hits | AID 1230;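 active means signal enhancement of 30% or more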;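 further: luminescence tracks abundance of the self-degrading MDM2-luciferase fusion protein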
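system = mammalian cells stably expressing self-ubiquitinating, self-degrading MDM2 E3–luciferase fusion | quantity = 2000 cells per well seeded | incubation = 4 h cell settling then 2 h compound exposure, 37 °C | signal = SteadyLite luminescence, 15 min reagent step | benchmarks = plate control and blank wells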
Calpain2 inh = inhibitors of pig calpain II. inhibition, % at 16 µM. purified calpain II, fluorogenic peptide substrate, 30 min. 220,000 compounds, 0.37% hits;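 active means inhibition above about 50%, limit read from the data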
zVAD death inh = L929 zVAD cell death inhibition | 220,000 compounds, 0.38% hits | viability rescue, % at 10 µM | L929 zVAD necroptosis rescue, ATP luminescence, 24 h; with zVAD 60 µM;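 active means activation, scaled between plate controls, above about 75%, limit read from the data; inactive means activation under that limit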;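 further: 0% = zVAD with DMSO and 100% = DMSO alone without zVAD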
KCC2 mod = modulators of human KCC2 chloride dependent transport. KCC2 cells, thallium flux FluoZin-2 fluorescence. B-score of Tl+ flux slope (higher = more flux/activation; lower = inhibition) at 10 µM. 190,000 compounds, 2.2% hits. AID 1456;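 active means thallium flux slope and its plate-corrected score both differing from the plate sample mean at a set confidence after two filtering rounds, in either direction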;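 further: slope of fluorescence scaled to starting intensity during 10 to 20 s after thallium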
TNF necrop inh = blocks TNF-alpha induced death of Jurkat FADD-/- cells | Jurkat FADD-/- TNF necroptosis rescue, ATP luminescence, 24 h; 0 = TNF only, 100 = no-TNF cells | AID 463075 | activation (protection from cell death), % at 10 µM | 220,000 compounds, 0.068% hits;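 active means activation, meaning protection from cell death, of at least 50% relative to plate controls; inactive means activation below 50%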;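 further: necroptosis triggered by 40 ng/mL TNF-alpha added together with compound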
Rad51 HR inh = Rad51 (human) homologous recombination inhibition. hRad51 DNA strand exchange, fluorescence dequenching. inhibition, % at 10 µM. 200,000 compounds, 0.085% hits;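 active means inhibition above 40% at the single screening dose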;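 further: 0% = DMSO control wells and 100% = blanks with heterologous ssDNA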
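material = hRad51 filaments on single-stranded DNA | reagent = Donor/quencher-labelled 47-bp dsDNA substrate | compound = 10 µM final, single point | schedule = strand-exchange reaction 15 min at room temperature | measured by = fluorescein emission 520 nm, excitation 485 nm | read-out basis = % inhibition versus plate control and blank means | benchmarks = plate controls and plate blanks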
PERK inh = human PERK inhibition, primary cell-based screen; Q9NZJ5; CHO PERK-DD fusion, SEAP luminescence translation reporter; inhibition, % at 5.6 µM; 220,000 compounds, 0.17% hits; AID 1416;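 active means inhibition above the mean inhibition of all tested compounds plus 3 SD, set separately per screening campaign, cut at about 2.9% in these data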;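 further: PERK kinase domain activated by AP20187 dimerizer at 100 nM; 0% = DMSO with dimerizer and 100% = rapamycin at 8.4 µM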
Numbers without * were called inactive; / = no result given; [ ] = remark or other dose.

Codes – A = EBV gp42 inh; B = eIF4E-4G inh; C = Mdm2 ligase inh; D = Calpain2 inh; E = zVAD death inh; F = KCC2 mod; G = TNF necrop inh; H = Rad51 HR inh; I = PERK inh
> O=C(Nc1ncc([N+](=O)[O-])s1)c1cccc([N+](=O)[O-])c1
  A = -21; B = -3; C = /; D = -5; E = 1.0; F = /; G = -4.4; H = 4; I = 0.4
> COc1cccc(CNC(C)C(=O)Nc2ccc3c(c2)OCCO3)c1 (centres undefined)
  A = -6; B = -2; C = -68; D = 9; E = -0.2; F = 1.4; G = -0.4; H = 2; I = 0.4
> COc1ccccc1C(=O)COC(=O)c1ccccc1OCC(=O)Nc1ccc(SC(F)F)cc1
  A = -12; B = -2[fluorescence artefact?]; C = -13; D = 20; E = 2.7; F = 1; G = 1.5; H = -5; I = 0.3
> CCOC(=O)CSc1nc2cc3c(cc2cc1C)OCO3
  A = -15; B = 3; C = 0; D = 0; E = -0.1; F = -1.1; G = 0.1; H = -3; I = 0.3
> COc1ccc(CCNC(=O)CCC(=O)Nc2ccc3nc(N4CCN(C)CC4)cc(C)c3c2)cc1OC
  A = 5; B = 3; C = -4; D = -75; E = 0.6; F = 0.24; G = 1.8; H = 6; I = -0.3
> COc1cc(SC)ccc1C(=O)Nc1ncc(C)s1
  A = -13; B = 2; C = -87; D = 16; E = 7.3; F = -0.44; G = 3.3; H = -1; I = -0.7
> COc1ccc(C(O)C(CN2CCOCC2)c2ccccc2)cc1F (centres undefined)
  A = -9; B = 1[fluorescence artefact?]; C = -2; D = -18; E = -0.4; F = 0.028; G = -1.2; H = -5; I = 0.1
> CCOc1ccc(CNC(=O)CCS(=O)(=O)Cc2cccc(Cl)c2)cc1OC
  A = 6; B = -2; C = 0; D = -22; E = 2.2; F = -1.1; G = 0.4; H = 41*; I = 1.0
> O=C(NN1C(=O)c2ccccc2NC1c1ccccn1)c1ccc(Br)cc1 (centres undefined)
  A = -19; B = 1[fluorescence artefact?]; C = -13; D = -47; E = 0.0; F = /; G = -4.3; H = 8; I = 0.0
> Cc1cc(NCCCN2CCOCC2)n2ncc(-c3ccc(Cl)cc3)c2n1
  A = -5; B = 4; C = -7; D = -93; E = 84*; F = 0.58; G = -1.2; H = -2; I = -0.3
> COc1ccc(C(=O)Nc2cc(=O)n(C)c(=O)n2C)cc1
  A = -20; B = -2; C = -1; D = 40; E = 0.8; F = 1.2; G = 1.9; H = 1; I = 0.4
> O=C(NCCN1CCCC1)c1ccc(Cl)cc1
  A = -10; B = 1; C = 2; D = -16; E = 1.1; F = 0.13; G = 1.0; H = 5; I = 0.4
> CCOC(=O)Cc1csc(SCC(=O)NC2CCCCC2)n1
  A = -5; B = 2; C = -10; D = -3; E = 0.7; F = -0.9; G = 0.5; H = 2; I = 0.1
> Cc1ccc(C(C)NC(=O)C2CCCO2)cc1C (centres undefined)
  A = 2; B = 5[fluorescence artefact?]; C = 6; D = -41; E = 0.0; F = 0.011; G = 2.1; H = 5; I = 0.1
> O=c1c2cc(NC(=S)NC3CCN(Cc4ccccc4)CC3)ccc2nc2n1CCCCC2
  A = -18; B = 3; C = 19; D = -33; E = 49; F = /; G = 3.9; H = -3; I = -0.1
> CC(CSc1nc2ccccc2s1)Cn1c(N2CCCC2)nc2c1c(=O)[nH]c(=O)n2C (centres undefined)
  A = -8; B = 2; C = -10; D = 24; E = -0.9; F = /; G = -7.0; H = -2; I = -1.2
> COCCNC(=O)C(C)OC(=O)c1nsc(Cl)c1Cl (centres undefined)
  A = -21; B = -1; C = -18; D = -2; E = -0.1; F = /; G = -1.0; H = -6; I = -0.4
> CN(/N=C/c1cc(Cl)cc(Cl)c1O)c1c(Cl)cccc1[N+](=O)[O-]
  A = 1; B = 1; C = -9; D = 13; E = 1.9; F = 0.26; G = 4.8; H = 17; I = 0.1
> N#C/C(=C/c1ccc(Br)s1)C(=O)NCCc1c[nH]c2ccccc12
  A = -12; B = -11; C = -12; D = -6; E = 1.9; F = 0.73; G = 1.4; H = -12; I = 0.9
> C/C=C(\C)CN1CCN(c2ccccc2F)CC1
  A = -16; B = -6; C = 14; D = 0; E = -0.1; F = /; G = 1.1; H = 4; I = -0.2
> CCCCC1=CC2=C(c3ccco3)C(=O)C(C)(OC(=O)c3ccc(OC)cc3)C(=O)C2=CN1CC(C)C (centres undefined)
  A = 40; B = -4; C = 6; D = -39; E = -0.7; F = 0.031; G = -3.7; H = 2; I = /
> CC1(C(=O)NCc2ccc(Cl)c(Cl)c2)Oc2ccccc2NC1=O (centres undefined)
  A = -11; B = -1; C = -11; D = 45; E = -0.6; F = -2.1; G = 2.0; H = 15; I = 0.2
> CC1CCCC(C)N1CC(O)COCC1COc2ccccc2O1 (centres undefined)
  A = -25; B = -6; C = -2; D = -14; E = -0.3; F = /; G = -0.6; H = 3; I = -0.3
> C=C(C)C1CC=C(C)/C(=N/NC(=O)COc2ccc(C)cc2)C1 (centres undefined)
  A = 7; B = -1[fluorescence artefact?]; C = -1; D = 14; E = 0.4; F = 0.87; G = -0.8; H = -8; I = -0.6
> Cc1ccc(-c2nc3cc(NS(=O)(=O)c4ccc(C)cc4)ccc3o2)cc1
  A = 15; B = 3; C = -11; D = -66; E = -0.8; F = 1; G = 0.6; H = -3; I = -0.3
> Cc1cccc(-n2c(O)c(/C=N/NC(=O)c3ccccc3Cl)c3ccccc3c2=O)n1
  A = -33; B = 2[fluorescence artefact?]; C = -7; D = -40; E = 1.3; F = -0.23; G = 0.6; H = 0; I = 0.9
> COC(=O)c1ccc(-c2csc(NC(=O)c3ccc(S(=O)(=O)N4CCc5ccccc5C4)cc3)n2)cc1
  A = -10; B = -4[fluorescence artefact?]; C = -12; D = -41; E = 0.3; F = -0.74; G = -0.5; H = /; I = 0.5
> CCCOc1ccc(/C=N/Nc2ccccc2[N+](=O)[O-])c(OCCC)c1
  A = -23; B = -2; C = -20; D = 0; E = 0.9; F = 0.57; G = 2.1; H = 4; I = 0.0
> COc1cccc(/C=N\NC(=O)c2cc(OCC(F)(F)F)ccc2OCC(F)(F)F)c1
  A = -10; B = 0; C = -14; D = -33; E = 1.1; F = 0.062; G = -0.2; H = /; I = -1.0
> N=C(N)N=Nc1c(O)[nH]c2ccc(Br)cc12
  A = -1; B = 1; C = -30; D = -13; E = 5.8; F = 2.1; G = -1.5; H = 10; I = 0.1
> O=C(c1ccccc1Sc1c(Cl)cccc1[N+](=O)[O-])N1CCOCC1
  A = -6; B = 1[fluorescence artefact?]; C = -2; D = -9; E = -0.1; F = -0.55; G = -0.3; H = -13; I = -0.1
> CCCc1nnc(SCc2ccc(OCC)cc2)n1N
  A = -19; B = -7; C = -11; D = -7; E = -0.5; F = 0.73; G = 1.0; H = /; I = 1.0
> CCOC(=O)Cn1nc(/C=C/c2ccc(C(C)C)cc2)ccc1=O
  A = 4; B = 6; C = -25; D = -153; E = 2.3; F = /; G = -5.1; H = 8; I = 1.0
> CCOC(=O)C1(Cc2ccccc2)CCCN(CCO)C1 (centres undefined)
  A = -124; B = 1; C = 0; D = 1; E = 0.8; F = -0.49; G = -0.4; H = -6; I = 0.6
> O=C(N/N=C/C1CCCCC1)c1ccccn1
  A = -18; B = 1; C = -3; D = 18; E = 0.1; F = -0.58; G = -0.3; H = -1; I = 0.6
> CC(C)(C)c1ccc(O)c(N)c1
  A = -24; B = 1; C = -8; D = 1; E = -0.2; F = -0.37; G = -1.4; H = -1; I = -0.8
> CCCCCC(=O)NC(=S)NNC(=O)c1ccc([N+](=O)[O-])cc1
  A = -18; B = 2; C = -7; D = 20; E = 0.2; F = 12*; G = 1.5; H = -4; I = 0.5
> FC(F)(F)c1cc(-c2cccs2)nc(-n2cc(Cl)cn2)n1
  A = 4; B = -1; C = -5; D = -47; E = -0.4; F = 0.035; G = 0.6; H = 1; I = -1.0
> CC1CCCN(c2cc(N(C)CCO)c([N+](=O)[O-])c3nonc23)C1 (centres undefined)
  A = -12; B = 1; C = 0; D = -4; E = 0.1; F = -0.36; G = 0.0; H = 15; I = -0.1
> Cc1nc(SCC(=O)OCc2ccccc2)c2c(=O)n(C)c(=O)n(C)c2n1
  A = -6; B = -1; C = -11; D = -13; E = 0.4; F = -2.2; G = -1.1; H = -2; I = /
> Cc1cc(NC(=NC2CC2)c2ccccc2F)n(-c2ccccc2)n1
  A = 2; B = 0; C = -14; D = 2; E = 0.4; F = -0.99; G = -0.1; H = -3; I = -0.8
> CCOC(=O)CSc1nnc(NCC(=O)OC)c(=O)[nH]1
  A = 5; B = -4[fluorescence artefact?]; C = -2; D = -8; E = -0.4; F = 0.76; G = -2.9; H = -4; I = 0.3
> CCOC(=O)C(CC)(CC)C(=O)/C=C/c1ccc(Br)cc1
  A = 5; B = -9; C = -19; D = 6; E = -0.3; F = /; G = -12; H = -3; I = 3.2*
> NC(=O)N1CCCC1C(=O)Nc1ccc(Cl)c(Cl)c1 (centres undefined)
  A = -4; B = 1[fluorescence artefact?]; C = -12; D = -15; E = 0.3; F = 0.21; G = 0.0; H = 2; I = 0.5
> O=S(=O)(/C=C/c1ccccc1)Nc1ccc(N2CCOCC2)cc1
  A = -17; B = 2; C = -1; D = -7; E = 0.8; F = -0.08; G = -3.0; H = -3; I = 0.1
